Pf growth 96h = Primary qHTS for delayed death inhibitors of the malarial parasite plastid, 96 hour incubation. P. falciparum luciferase reporter growth, 96 h. Potency, µM (titrated, usually from 28.7 µM), inactives show top-dose activity change, negative = inhibition, usual class: inhibitors. 320,000 tested, 6.9% active. AID 504834, 2011; note: potency is the fitted concentration of half-maximal effect; % is set by controls: 0 for no effect and ±100 for the full control effect
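Infected RBCs, 2% Hct / 0.05% parasitemia final; luciferase-reporter P. falciparum; cpd 96 h, 37 C, 5% CO2; luciferase detection reagent; luminescence.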
Pf growth 48h = Primary qHTS for delayed death inhibitors of the malarial parasite plastid, 48 hour incubation; P. falciparum luciferase growth in erythrocytes, 48 h; Potency, µM (top dose mostly 28.7 µM), for inactives: top-dose activity change, negative = inhibition, most hits filed as inhibitors; 310,000 tested, 5.9% active; AID 504832, 2011; note: potency is the fitted concentration of half-maximal effect; % is set by controls: 0 for no effect and ±100 for the full control effect
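Read-out is firefly luciferase luminescence from an integrated reporter in P. falciparum, so falling signal marks reduced parasite growth. Infected erythrocytes were at 2% hematocrit and 0.1% parasitemia (final) in Albumax-supplemented RPMI 1640.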
LmPK inhibitor = qHTS Assay for Inhibitors of Leishmania Mexicana Pyruvate Kinase (LmPK); Q27686; 290,000 tested, 0.37% active; purified LmPK, Kinase-Glo ATP luminescence, 1 h; Potency, µM (highest dose often 57.5 µM), inactives show at the top dose activity change, negative = inhibition, most hits filed as inhibitors; AID 1721, 2009; note: potency is the fitted concentration of half-maximal effect; % is set by controls: 0 for no effect and ±100 for the full control effect
Target sequence (Q27686 whole entry, looked up): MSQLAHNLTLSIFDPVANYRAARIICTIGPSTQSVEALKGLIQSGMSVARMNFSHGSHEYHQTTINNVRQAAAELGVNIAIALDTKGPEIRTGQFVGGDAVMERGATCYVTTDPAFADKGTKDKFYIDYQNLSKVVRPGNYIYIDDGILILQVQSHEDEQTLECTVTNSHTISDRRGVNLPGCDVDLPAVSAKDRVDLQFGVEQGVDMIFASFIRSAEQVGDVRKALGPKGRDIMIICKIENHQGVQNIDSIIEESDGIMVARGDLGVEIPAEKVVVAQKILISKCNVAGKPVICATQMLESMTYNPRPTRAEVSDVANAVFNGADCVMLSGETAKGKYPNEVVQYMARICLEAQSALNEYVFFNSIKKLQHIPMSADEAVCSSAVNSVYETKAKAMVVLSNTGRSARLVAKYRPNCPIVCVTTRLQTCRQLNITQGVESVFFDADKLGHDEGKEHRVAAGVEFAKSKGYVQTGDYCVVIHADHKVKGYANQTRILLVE
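Kinase-Glo luminescence read after 1 h RT reaction of 0.1 nM LmPK with 0.5 mM PEP and 0.1 mM ADP. Activity scaled between uninhibited and enzyme-free controls.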
HCV inh = qHTS Assay for Inhibitors of Hepatitis C Virus (HCV); AID 651820, 2012; 340,000 tested, 3.4% active; Huh7.5.1 HCVcc-Cre infection, luciferase reporter, 44 h; Potency, µM (titrated, usually from 41.8 µM), for inactives: at the highest dose activity change, negative = inhibition, usual class: inhibitors; note: potency is the fitted concentration of half-maximal effect; % is set by controls: 0 for no effect and ±100 for the full control effect
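HCVcc-Cre virus at an moi near 0.5 was added right after compound to cells cultured 4 h from seeding (1,000 cells/well). Luciferase activity was determined 44 h later, 15 min after substrate addition at RT.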
TbPYK inhibitor = qHTS of Trypanosoma Brucei Inhibitors; TbPYK enzyme, Kinase-Glo Plus ATP luminescence, 45 min; Potency, µM (top dose mostly 76.8 µM), for inactives: top-dose activity, negative = inhibition, actives largely listed as inhibitors; AID 624173, 2012; 410,000 tested, 0.12% active; note: potency is the fitted concentration of half-maximal effect; % is set by controls: 0 for no effect and ±100 for the full control effect; nearly all actives have a fitted effect of over 50% in size
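Activity of T. brucei pyruvate kinase was followed by Kinase-Glo Plus luminescence after the enzyme reacted 45 min at room temperature with 130 uM ADP (final) and substrate. Test compounds were added before ADP at multiple concentrations.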
CHX counter = Cycloheximide Counterscreen for Small Molecule Inhibitors of Shiga Toxin; cell reporter, cycloheximide protein synthesis inhibition counterscreen; max response, %; AID 2314, 2010; 300,000 tested, 12% active; in the data active = max response mostly above about 13%, no sharp cut-off; inactive = mostly below about 14%; note: read at 38.3 µM for the half of the compounds with a filed dose; 0% is about no effect
Shiga inhibitor = A qHTS for Small Molecule Inhibitors of Shiga Toxin. inhibition, % at 38.7 µM. 290,000 tested, 9.2% active. AID 2315, 2010. Vero cells, Shiga toxin protein synthesis inhibition reporter; in the data active = inhibition mostly above about 28%, no sharp cut-off; inactive = mostly below about 43%; note: 0% is about no effect
Starred values were filed as active, the others as inactive; ? = inconclusive; · = no result given; & = joins results of further samples; [ ] = dose if it differs, or a comment. Unless noted, calls come from the whole dose curve; as a rule, active = well fitted curve in the direction sought with a large enough effect; inconclusive = small, poorly fitted or top-dose-only effect, or another doubt; inactive = no such curve, though single readings can be large; an effect the other way counts as inactive or inconclusive.

SMILES | Pf growth 96h | Pf growth 48h | LmPK inhibitor | HCV inh | TbPYK inhibitor | CHX counter | Shiga inhibitor
O=C(Oc1c(CN2CCOCC2)cc(Cl)c2cccnc12)c1ccccc1F | 2.1µM* | -13% | 4% | ? | 4% | 13 | 72
CCN1C(=NCCc2ccccn2)N[C@@H](c2cccc(C(F)(F)F)c2)C(C(=O)OC)=C1C | 121%[activator] | ? | -6% | -19% | -6% | -3 | 10
CN(CCC#N)C(=O)COC(=O)/C=C/c1ccc2c(c1)OCO2 | 134%[activator] | 73%[activator] | 1% | -1% | 4% | 25 | 23
CCc1ccc(NC(=O)c2ccccc2NC(=O)C2CCCO2)cc1 (configuration not stated) | 157%[activator] | · | 3% | · | -1% | 65* | 51
CCOc1ccc(NS(=O)(=O)c2ccc(OCC(=O)NCCCOC)cc2)cc1 | ? | ? | 0% | -2% | 3% | -1 | -7
O=C(O)CC1(O)C(=O)N(Cc2ccccc2)c2ccccc21 (configuration not stated) | 10% | 17% | 3% | 15% | -1% | 1 | 8
Cc1nnc(SCC(=O)Nc2ccccc2C(=O)NC2CC2)s1 | 0% | 23% | -1% | 1% | 0% | -1 | 13
CCCCNS(=O)(=O)c1ccc2nc(SCC(=O)c3ccccc3OC)[nH]c2c1 | -27% | · | 9% | ? | -5% | -3 | -12
Cc1nc(N/N=C/c2ccc(O)cc2)c2cnn(-c3ccccc3)c2n1 | ? | -11% | 6% | ? | 28% | 13 | 18
Cc1ccc(Cn2cnc3c(cnn3-c3ccc(F)cc3)c2=O)cc1 | 3% | -11% | -2% | ? | -2% | 6 | -16
Cc1cc(C)c(C(=O)CC(=O)c2ccccc2Cl)c(O)c1 | ? | 24%[0.00184 µM] | 7% | -9% | 8% | 22* | 22
COCCn1c(SCC(=O)c2c(N)n(C)c(=O)n(C)c2=O)nc2ccccc21 | ? | 1% | 2% | ? | 0% | -2 | -16
COC(=O)Nc1sccc1C(=O)Nc1sccc1C(=O)OC | · | ? | 3% | -10% | -3% | -1 | -4
CC(C)n1c(-c2cccnc2)nc2cnccc21 | 9% | -5% | -16% | 14% | -6% | 0 | -6
Cc1cc(NC(=O)c2cncc(Br)c2)ccc1NC(=O)c1cc2ccccc2o1 | 26% | -3% | -3% | ? | 0% | 5 | 7
Clc1ccc(-c2nnc(-c3ccccc3)o2)c(Cl)c1 | 194%[activator] | 135%[activator] | -30% | -16% | 0% | 51* | 119
C#CCOCCOCCOCCNc1nc(N2CCN(C(=O)[C@H](CCCCN)n3cc([C@@H](N)C(C)CC)nn3)CC2)nc(N2CCN(C(=O)[C@H](Cc3ccc(O)cc3)n3cc([C@@H](N)C(C)CC)nn3)CC2)n1 (some centres not stated) | -11% | ? | 1% | 22%[8.37 µM] | 1% | -1 | 3
COc1cc(NC2c3ncccc3C(=O)N2Cc2ccco2)cc(OC)c1OC (configuration not stated) | ? | 10% | -1% | -10% | -18% | -1 | -12
COc1cccc(S(=O)(=O)N2CCN(Cc3ccc4c(c3)OCO4)CC2)c1 | ? | 14% | 4% | · | -4%&1% | 1 | -15
COC(=O)c1ccc(C2C(Oc3ccccc3C)C(=O)N2CCc2ccc(OC)c(OC)c2)cc1 (configuration not stated) | 64%[activator] | ? | -2% | ? | -4% | 9 | -2
COc1ccc2nc(NC(=O)c3cc(C)oc3C)sc2c1 | -93% | 23% | 25µM* | ? | -23% | 18* | 36*
CCOc1ccc(C(C)NC(=O)CN2C(=O)NC3(CCCCC3)C2=O)cc1OCC (configuration not stated) | ? | -12% | · | -1% | 0% | · | ·
CCC(Cc1ccccc1)NS(=O)(=O)c1csc(C(N)=O)c1 (configuration not stated) | 60%[activator] | 17% | -5% | 18% | 0% | 10 | -14
CC1C(=O)NN=C1C(=O)N/N=C/c1ccco1 (configuration not stated) | ? | 53%[activator] | ? | -1% | -26% | 53* | 48*
N[C@@H](Cc1c[nH]c2ccccc12)c1nnc(SCc2c(F)cccc2Cl)o1 | 41%[activator] | 28% | 0% | -3% | -5% | -4 | -15
COC(=O)/C=C/CSC1=N/C(=C/c2ccc(-n3cncn3)cc2)C(=O)N1 | 13% | ? | -5% | -14% | 3% | 10 | 63
CCOc1ccc(C(=O)NCC(=O)NCC(c2ccc(OC)cc2)N2CCOCC2)cc1OCC (configuration not stated) | 1% | -8% | · | 5% | -1% | · | ·
CC1CCCN(C(=O)CCNS(=O)(=O)c2ccc3c(c2)c(=O)n(C)c(=O)n3C)C1 (configuration not stated) | 30%[activator] | -4% | -3% | 0% | -8% | -8 | 17
CCOC(CNC(=O)c1ccc2c(c1)ncn2-c1cccc(F)c1)OCC | 18% | ? | 0% | 11% | -6% | 1 | 24
COCCN1CCC(CNCc2c(C(=O)N3CCCCC3)nc3c(C)cccn23)C1 (configuration not stated) | ? | ? | 2% | -7% | -1% | -3 | -5
CC(CC(=O)O)CC(=O)Nc1nncs1 (configuration not stated) | 26% | 19% | 0% | 10% | -16% | -1 | -10
CCN(c1ccccc1)S(=O)(=O)c1ccc(C(=O)Nc2nnc(C3CC3)o2)cc1 | ? | 9.3µM* | 4% | ? | 3% | -3 | -15
Cc1c(Cl)c([N+](=O)[O-])nn1CC(=O)NC(C)c1ccccc1 (configuration not stated) | 2% | 30% | 3% | 6% | 1% | -4 | -9
CCc1nnc(NC(=O)CSc2nc(-c3ccccc3)cc(-c3ccc(OC)cc3)c2C#N)s1 | ? | 1% | 0% | 22% | -1% | 1 | -5
N#CC1=C(N)SC(N)=C(C#N)C1c1c(Cl)cccc1Cl | 63%[activator] | -3% | 4% | ? | -22% | -3 | -10
COCc1cccc(C2=CC(=O)C[C@H](c3ccc(F)cc3)C2)c1 | ? | 2.3µM* | · | -19% | -1% | · | ·
Cc1ccc(S(=O)(=O)/N=C(/Nc2ccccn2)c2ccc(Cl)cc2)cc1 | ? | 22% | 1% | 6% | 0% | 19* | 31*
Cc1nc(C)c(C(=O)Nc2ncc([N+](=O)[O-])s2)o1 | 187%[activator] | 322%[activator] | -11% | -9% | ? | -11 | -16
O=C(CSc1nnnn1-c1ccc(F)cc1)Nc1ccc(N2CCOCC2)c(Cl)c1 | -20% | · | 4% | -21% | 5% | -2 | -4
COCCn1c(SCC(=O)Nc2cc(C(C)(C)C)nn2-c2ccccc2)nnc1-c1ccncc1 | 45%[activator] | ? | 3% | ? | -6% | -3 | -14
O=C(Cc1ccccc1)Nc1ccc2[nH]ncc2c1 | ? | ? | -1% | -2% | -4% | 21* | 23
CCCC(=O)N(Cc1cccnc1)c1nc2c(OC)ccc(Cl)c2s1 | 12µM* | ? | -8% | ? | 5% | -8 | -7
CC(NC(=O)C1(S(=O)(=O)c2ccc(Cl)cc2)CC1)c1ccccc1 (configuration not stated) | ? | 0% | 0% | 2% | -8% | -2 | -9
O=C(NC1CCN(Cc2ccccc2)CC1)c1ccc(Cl)cc1Cl | -24% | 6% | 2% | -4% | -4% | -1 | -10
Cc1ccn2c(NC3CCCC3)c(-c3ccncc3)nc2c1 | ? | 37%[activator] | 0% | ? | -16% | 4 | 4
CC(=O)c1ccccc1OCCOCCOc1ccccc1C(C)=O | -18% | 14% | -2% | ? | 0% | -2 | 14
COc1ccc(NC(=O)CN(C)S(=O)(=O)c2ccc3c(c2)CC(C)N3C(C)=O)cc1OC (configuration not stated) | -13% | -21% | -7% | -29% | 3% | -2 | -4
Cc1oc2c(CN3CCOCC3)c(O)ccc2c(=O)c1-c1ccc(Br)cc1 | 13µM* | 4.1µM* | 0% | 6%&-16% | -2% | -2 | 0
O=C(N/N=C/c1c(Cl)[nH]c2ccccc12)c1ccc2c(c1)OCCO2 | 127%[activator] | 51%[activator] | 1% | -20% | 0% | 55* | 60*
CCOC(=O)CN1C(=O)N[C@@H](c2ccccc2)C(C(C)=O)=C1C | 3% | 18% | 3% | -8%[8.37 µM] | 0% | 2 | 23
O=C(Cn1[nH]c(=O)c2ccccc2c1=O)OCC(=O)c1ccccc1Cl | -4% | 1% | · | 13% | 5% | · | ·
CC(C)(C)c1csc(SCC(=O)Nc2ccc(Cl)cn2)n1 | ? | 12µM* | -8% | ? | -6% | 0 | 15
Cc1nc(SCC(=O)NC2CCCC2)[nH]c(=O)c1C | -3% | 7% | 2% | 11% | -3% | 1 | -3
Cc1ccc(NC(=S)NN2CCOCC2)c(C)c1 | 15µM* | 19% | -3% | -3% | 6% | -2 | -28
Cc1nn(-c2ccccc2)c(OC(=O)c2cccs2)c1S(=O)(=O)c1ccccc1 | 0% | -4% | 2% | 19% | 0% | 2 | -5
CN(C(=O)COC(=O)c1cccc(Cl)c1)C1CCS(=O)(=O)C1 (configuration not stated) | -11% | -8% | · | 7% | 9% | · | ·
Cc1ccc(-c2cc(C(=O)O)c3cc(Br)ccc3n2)s1 | ? | 32%&28% | -7%&-3% | 19%&6% | 6%&-16% | 23* | 42*
O=c1/c(=C\c2cc([N+](=O)[O-])cc([N+](=O)[O-])c2O)sc2nc3ccccc3n12 | -88% | 2% | -4% | -12% | 28µM* | 5 | 13

Structures above that have an aryl thioether with sulfur outside any ring (nine):
SMILES | Pf growth 96h | Pf growth 48h | LmPK inhibitor | HCV inh | TbPYK inhibitor | CHX counter | Shiga inhibitor
Cc1nnc(SCC(=O)Nc2ccccc2C(=O)NC2CC2)s1 | 0% | 23% | -1% | 1% | 0% | -1 | 13
CCCCNS(=O)(=O)c1ccc2nc(SCC(=O)c3ccccc3OC)[nH]c2c1 | -27% | · | 9% | ? | -5% | -3 | -12
COCCn1c(SCC(=O)c2c(N)n(C)c(=O)n(C)c2=O)nc2ccccc21 | ? | 1% | 2% | ? | 0% | -2 | -16
N[C@@H](Cc1c[nH]c2ccccc12)c1nnc(SCc2c(F)cccc2Cl)o1 | 41%[activator] | 28% | 0% | -3% | -5% | -4 | -15
CCc1nnc(NC(=O)CSc2nc(-c3ccccc3)cc(-c3ccc(OC)cc3)c2C#N)s1 | ? | 1% | 0% | 22% | -1% | 1 | -5
O=C(CSc1nnnn1-c1ccc(F)cc1)Nc1ccc(N2CCOCC2)c(Cl)c1 | -20% | · | 4% | -21% | 5% | -2 | -4
COCCn1c(SCC(=O)Nc2cc(C(C)(C)C)nn2-c2ccccc2)nnc1-c1ccncc1 | 45%[activator] | ? | 3% | ? | -6% | -3 | -14
CC(C)(C)c1csc(SCC(=O)Nc2ccc(Cl)cn2)n1 | ? | 12µM* | -8% | ? | -6% | 0 | 15
Cc1nc(SCC(=O)NC2CCCC2)[nH]c(=O)c1C | -3% | 7% | 2% | 11% | -3% | 1 | -3
